Screening data as filed in PubChem BioAssay.
LAP4-GFP MLPCN = modulators of LAP4-GFP expression in yeast, primary screen, S. cerevisiae, multiplex flow cytometry, MLPCN library | actives 0.34% (n = 320,000) | GFP response vs DMSO, % at 10 µM | 3 h; median GFP as percent of DMSO wells;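 active = GFP response vs DMSO above a set limit, about the screen mean plus 3 SD, cut at about 150% in these data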
CIT2-GFP yeast = modulators of CIT2-GFP expression in yeast, primary screen, S. cerevisiae, GFP fusion, multiplex flow cytometry, MLPCN library; GFP response vs DMSO, % at 10 µM; actives 0.065% (n = 320,000); S. cerevisiae CIT2-GFP strain, 3 h; 100 means same as DMSO wells;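 active = GFP response relative to DMSO above a set limit, near the screen mean plus 3 SD, cut at about 150% in these data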;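 note: ratio of well median GFP fluorescence to mean of DMSO wells on the plate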
RPL19A TOR yeast = RPL19A-GFP expression modulators in yeast, primary screen, cell-based, S. cerevisiae, multiplex flow cytometry, MLPCN. S. cerevisiae RPL19A-GFP strain, 3 h; stronger effect = lower value. percent response vs DMSO, % at 10 µM. actives 0.3% (n = 330,000). AID 2025, 2009;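 active = percent response vs DMSO below 50%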;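 note: median channel GFP fluorescence of the barcoded RPL19A-GFP strain; ratio of sample median GFP to plate DMSO average so 100% = DMSO; lower means less RPL19A-GFP as with rapamycin TOR inhibition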
CR mimetic SO = reduction of superoxide in aged yeast, primary screen, HTS. S. cerevisiae aged cells, superoxide DHE fluorescence; stronger effect = lower value. superoxide response (% of plate mean), % at 10 µM. actives 0.18% (n = 330,000). AID 2690, 2010;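 active = superoxide response under a set limit, about three screen SD below normal, cut at about 65% in these data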;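 note: yeast aged for seven days with compound at 30 °C before DHE staining; 100% = average MFI of all compound-treated wells on the plate with controls excluded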
AHR act = AHR activators, primary screen, cell-based, luminescence, luciferase reporter, human | Aryl hydrocarbon receptor (Homo sapiens), P35869 | AHR-responsive luciferase reporter cells | activation, % at 5 µM | actives 2.5% (n = 320,000) | AID 2796, 2010; in the data active = activation above about 47%;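 note: 0% = vehicle wells and 100% = reference agonist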
Target sequence (P35869 whole entry, looked up): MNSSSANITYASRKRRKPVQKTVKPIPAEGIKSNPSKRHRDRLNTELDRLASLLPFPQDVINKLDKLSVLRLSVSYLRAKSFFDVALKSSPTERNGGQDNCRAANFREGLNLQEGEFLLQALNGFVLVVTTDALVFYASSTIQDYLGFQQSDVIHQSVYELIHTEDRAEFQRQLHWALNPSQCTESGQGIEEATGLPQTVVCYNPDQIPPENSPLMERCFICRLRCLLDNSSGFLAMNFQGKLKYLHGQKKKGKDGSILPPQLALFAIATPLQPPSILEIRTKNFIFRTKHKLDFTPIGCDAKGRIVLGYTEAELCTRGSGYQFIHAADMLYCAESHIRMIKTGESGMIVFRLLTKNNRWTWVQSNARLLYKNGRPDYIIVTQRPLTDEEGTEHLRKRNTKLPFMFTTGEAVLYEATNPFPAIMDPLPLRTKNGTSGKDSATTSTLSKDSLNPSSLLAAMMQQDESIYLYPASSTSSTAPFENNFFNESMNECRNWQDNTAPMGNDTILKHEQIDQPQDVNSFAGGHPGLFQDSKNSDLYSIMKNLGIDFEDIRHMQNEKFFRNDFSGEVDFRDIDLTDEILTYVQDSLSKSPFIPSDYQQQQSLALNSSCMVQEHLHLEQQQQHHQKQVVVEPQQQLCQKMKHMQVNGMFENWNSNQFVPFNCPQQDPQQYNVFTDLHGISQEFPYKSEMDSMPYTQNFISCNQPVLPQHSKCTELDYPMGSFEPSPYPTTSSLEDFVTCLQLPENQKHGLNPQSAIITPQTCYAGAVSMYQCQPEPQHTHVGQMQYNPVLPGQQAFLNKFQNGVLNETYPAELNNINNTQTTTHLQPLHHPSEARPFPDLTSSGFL
MEP2 TOR yeast = modulators of MEP2-GFP levels in yeast, primary screen, S. cerevisiae, multiplex flow cytometry, MLPCN library. S. cerevisiae MEP2-GFP strain, 3 h; 100% = DMSO control level. GFP response vs DMSO, % at 10 µM. actives 0.51% (n = 330,000). AID 2016, 2009;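 active = GFP response versus DMSO above a set limit, roughly screen mean plus 3 SD, cut at about 180% in these data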;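 note: median GFP fluorescence of the barcode-gated MEP2-GFP cells per well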
Efflux pump mplx = inhibitors of Candida efflux pumps in yeast, primary screen, S. cerevisiae, Nile Red, multiplex; S. cerevisiae Candida pump triplex; inhibition, % at 10 µM; actives 0.44% (n = 330,000); AID 485275, 2010;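 active = plate passing quality check with inhibition over a set limit, or well fluorescence over plate mean plus 4 SD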;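 note: Nile Red retained in pooled yeast measured as flow cytometry median fluorescence; 0% = buffer negative control and 100% = Enniatin B positive control; higher means more Nile Red kept so more efflux inhibition; some compounds called inactive have numbers as strong as hits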
AGP1-GFP MLPCN = modulators of AGP1-GFP expression in yeast TOR pathway, primary screen, cell-based, multiplex flow cytometry, S. cerevisiae, MLPCN library; 3 h; GFP as percent of DMSO wells; GFP response vs DMSO, % at 10 µM; actives 0.02% (n = 320,000); AID 2066, 2009;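 active = GFP response relative to DMSO above a set limit, near screen average plus 3 SD, cut at about 150% in these data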;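 note: median GFP channel fluorescence of the gated AGP1 strain per well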
Numbers without * were called inactive; nt = not tested or not shown.

no.	mol	LAP4-GFP MLPCN	CIT2-GFP yeast	RPL19A TOR yeast	CR mimetic SO	AHR act	MEP2 TOR yeast	Efflux pump mplx	AGP1-GFP MLPCN
1	CC(C)NC(=S)NNC(=O)C12CC3CC(CC(C3)C1)C2	99	94	95	104	-1	104	0.1	101
2	CCC1CCCCN1C(=O)CSc1nnc(-c2ccc(Cl)s2)o1 (stereo not drawn)	104	86	93	101	-1	97	0.1	90
3	Cc1c(C(=S)NC(=O)C2CC2)c(=O)n(-c2ccccc2)n1C	93	97	102	92	19	97	-0.3	98
4	Cc1nnsc1S(=O)c1ccc(Cl)cc1 (stereo not drawn)	128	113	96	94	-1	99	-0.1	118
5	CCOC(=O)c1ccc(NC(=O)CSc2nc3c(c(=O)n2-c2ccccc2OC)SCC3)cc1	97	95	99	112	0	103	-0.1	97
6	C/C(=N\NC(=O)c1ccc([N+](=O)[O-])cc1)c1cccc([N+](=O)[O-])c1	99	104	97	115	8	101	-0.1	99
7	COc1cccc(-c2cc(C(=O)Nc3ccc([N+](=O)[O-])cn3)c3ccccc3n2)c1	99	103	105	107	10	105	-0.3	104
8	Cc1cc(NC(=O)CSCCO)no1	97	108	98	99	3	97	-0.4	100
9	CCCN(CC(=O)Nc1ccccc1C)C(=O)C1CC(=O)N(c2cccc(C)c2C)C1 (stereo not drawn)	103	102	103	107	4	105	-0.3	107
10	COc1ccccc1NS(=O)(=O)c1cc(C(=O)NCc2ccco2)ccc1C	105	98	101	99	0	97	0.0	102
11	Cc1cc(C)cc(NC(=O)Cc2ccc(S(=O)(=O)N3CCCC3)s2)c1	100	99	101	100	10	99	0.1	100
12	CCOC(=O)Cc1csc(NC(=S)NC(=O)c2ccc(Cl)cc2)n1	92	99	97	112	-20	95	0.0	98
13	C/C(=N\NC(=O)c1c[nH]c2ccccc12)c1ccccn1	107	108	99	93	43	103	-0.1	114
14	Cc1ccc(C(=O)NCc2ccncc2)cc1S(=O)(=O)Nc1cccc(C)c1C	96	103	99	83	10	95	-0.1	104
15	CS(=O)(=O)C1=NSC2=NC(=O)/C(=C\c3ccc(OS(=O)(=O)c4ccccc4)cc3)C(=N)N21	109	103	103	115	2	110	0.0	104
16	CCOc1ccc(N2CC(O)(c3cccs3)[N+]3=C2CCCC3)cc1 (stereo not drawn)	104	120	101	100	6	99	-0.1	115
17	CC(C)[C@H](NC(=O)c1ccc(C(C)(C)C)cc1)C(=O)Nc1nnc(C2CC2)s1	88	112	99	85	18	99	0.0	101
18	CC(C)C(c1nnnn1Cc1ccc(F)cc1)N1CCN(C2CCCCC2)CC1 (stereo not drawn)	98	105	102	93	-1	104	-0.2	110
19	CCOc1ccccc1NC(=O)c1cnc(NS(=O)(=O)c2ccccc2)nc1	102	105	100	99	-1	103	0.0	101
20	CC1CCc2c(sc(NC(=O)c3ccc(N4C(=O)CCC4=O)cc3)c2C(N)=O)C1 (stereo not drawn)	102	95	104	117	-4	106	0.1	101

Some of the entries so far, with two lines to a compound:
Every second line gives: LAP4-GFP MLPCN, CIT2-GFP yeast, RPL19A TOR yeast, CR mimetic SO, AHR act, MEP2 TOR yeast, Efflux pump mplx, AGP1-GFP MLPCN
1) CC(C)NC(=S)NNC(=O)C12CC3CC(CC(C3)C1)C2
  99, 94, 95, 104, -1, 104, 0.1, 101
2) CCC1CCCCN1C(=O)CSc1nnc(-c2ccc(Cl)s2)o1 (stereo not drawn)
  104, 86, 93, 101, -1, 97, 0.1, 90
3) Cc1c(C(=S)NC(=O)C2CC2)c(=O)n(-c2ccccc2)n1C
  93, 97, 102, 92, 19, 97, -0.3, 98

(more compounds)
no.	mol	LAP4-GFP MLPCN	CIT2-GFP yeast	RPL19A TOR yeast	CR mimetic SO	AHR act	MEP2 TOR yeast	Efflux pump mplx	AGP1-GFP MLPCN
21	CCN(c1ccccc1)S(=O)(=O)c1ccc(Cl)nc1	96	87	90	98	5	94	0.2	92
22	CC1(C)C2CC=C(/C=N/NC(=O)c3ccc(Cl)cc3)C1C2 (stereo not drawn)	92	96	98	112	21	98	0.0	93
23	Cc1nc(NC(=O)c2cccc(Cl)c2)sc1-c1csc(Nc2cccc(Cl)c2)n1	98	98	94	104	86*	86	0.0	82
24	COc1cc(C(c2c(C(=O)O)[nH]c3ccccc23)c2c(C(=O)O)[nH]c3ccccc23)ccc1OCc1ccccc1	90	101	98	153	16	107	0.8	86
25	Cc1ccc(OCCC(=O)N(Cc2ccccc2)c2c(N)n(Cc3ccccc3)c(=O)[nH]c2=O)cc1	102	98	91	101	6	95	-0.1	104
26	c1cncc(-c2nc3c(ccc4ccccc43)[nH]2)c1	96	92	92	94	127*	97	-0.1	91
27	CCOC(=O)C1=C(c2ccccc2)Nc2ncnn2C1c1ccccn1 (stereo not drawn)	96	96	101	106	4	102	0.1	96
28	CCN1C(=O)[C@@H]2[C@@H](c3ccc(-c4ccc(F)cc4)cc3)N3CCCC[C@@]3(C(=O)OC)[C@@H]2C1=O	100	97	102	106	-2	98	0.1	104
29	O=C(CNC(=O)c1ccccc1F)Nc1ccc2c(c1)OCO2	94	98	93	113	22	91	0.2	90
30	Cc1nn(Cc2ccc(F)cc2)c(C)c1NC(=O)c1noc2c1CCc1ccccc1-2	105	99	104	98	-7	99	0.0	101
31	CCOc1ccc(-c2[nH]nc3c2C(c2ccc4c(c2)OCO4)C(C#N)=C(N)O3)cc1OC (stereo not drawn)	103	105	104	89	16	98	0.0	nt
32	COc1cc(NC(=O)COC(=O)CC(NC(C)=O)c2ccccc2)cc(OC)c1 (stereo not drawn)	91	96	91	96	3	96	0.0	90
33	CSc1nc2sc3c(c2c(=O)[nH]1)CCC(C)C3 (stereo not drawn)	112	94	97	79	69*	102	-0.2	94
34	CCN(CC)CCNC(C(=O)Nc1ccc([N+](=O)[O-])cc1Br)c1ccccc1 (stereo not drawn)	94	102	96	101	3	108	-0.1	99
35	COc1cc(C(=O)NCCc2ncccc2C)ccc1OC1CCN(C(C)=O)CC1	99	113	107	122	1	117	-0.1	110
36	Cc1cc(C(F)F)n2nc(C(=O)Nc3cccc(S(=O)(=O)N4CCOCC4)c3)nc2n1	89	94	99	99	6	91	0.3	98
37	COc1ccc(C(C)C)cc1S(=O)(=O)NC1CCCC1	95	92	102	97	1	104	0.0	96
38	CCOC(=O)c1ccc(-n2c(N)c(C(=O)NCc3ccco3)sc2=S)cc1	107	97	91	129	-2	103	-0.1	97
39	O=C1CCCC(O)=C1N=Nc1ccc(Cl)c(Cl)c1	100	104	110	112	19	107	0.0	104
40	CCCCOC(=O)n1c(=O)oc2ccccc21	99	104	103	101	-9	106	-0.1	101

Entries above containing a thiophene ring, fused or not:
no.	mol	LAP4-GFP MLPCN	CIT2-GFP yeast	RPL19A TOR yeast	CR mimetic SO	AHR act	MEP2 TOR yeast	Efflux pump mplx	AGP1-GFP MLPCN
2	CCC1CCCCN1C(=O)CSc1nnc(-c2ccc(Cl)s2)o1 (stereo not drawn)	104	86	93	101	-1	97	0.1	90
11	Cc1cc(C)cc(NC(=O)Cc2ccc(S(=O)(=O)N3CCCC3)s2)c1	100	99	101	100	10	99	0.1	100
16	CCOc1ccc(N2CC(O)(c3cccs3)[N+]3=C2CCCC3)cc1 (stereo not drawn)	104	120	101	100	6	99	-0.1	115
20	CC1CCc2c(sc(NC(=O)c3ccc(N4C(=O)CCC4=O)cc3)c2C(N)=O)C1 (stereo not drawn)	102	95	104	117	-4	106	0.1	101
33	CSc1nc2sc3c(c2c(=O)[nH]1)CCC(C)C3 (stereo not drawn)	112	94	97	79	69*	102	-0.2	94

Continued:
no.	mol	LAP4-GFP MLPCN	CIT2-GFP yeast	RPL19A TOR yeast	CR mimetic SO	AHR act	MEP2 TOR yeast	Efflux pump mplx	AGP1-GFP MLPCN
41	CC(=O)/C(C=Nc1noc(C)c1Br)=C(\C)O	111	92	94	97	0	95	-0.1	102
42	COc1ccc(N2C(=O)C3CCCN3C2c2ccccc2)cc1Cl (stereo not drawn)	101	108	106	100	-1	102	-0.1	106
43	COc1ccc(CN2CCSCC2)cc1C	105	104	100	120	0	108	-0.1	105
44	CCn1c(=O)n(CC)c2cc(N3CCCC3)c(NC(=O)c3ccc(F)cc3)cc21	109	102	101	94	4	104	0.2	103
45	O=C(NNC(=O)c1ccncc1)Nc1ccccc1	85	89	95	101	0	103	0.0	94
46	Cc1ccc(NC(=O)CCC(=O)N/N=C/c2cccs2)cc1	91	107	104	104	17	107	0.4	98
47	CC(=O)c1sc(NC(=O)COc2ccc(Cl)cc2Cl)nc1C	90	94	99	106	12	103	0.2	93
48	Cc1ccc(NC(=O)CCCN2C(=O)/C(=C/C=C/c3ccccc3)SC2=S)cc1	98	105	110	95	2	101	-1.0	105
49	O=C(c1ccc(CS(=O)(=O)c2ccccc2)o1)N1CCOCC1	100	108	105	88	3	100	-0.2	108
50	CCOc1cc(C(=S)N2CCOCC2)ccc1OS(=O)(=O)c1ccc(NC(C)=O)cc1	101	100	110	110	-1	106	0.1	117
51	CN(C(=O)COc1ccccc1C(=O)NCCc1ccccc1)c1ccccc1	104	92	99	101	-3	106	0.2	98
52	CCCc1nc2ccccc2n1CCOc1ccccc1	103	104	106	94	0	101	0.0	107
53	O=C(NNC(=O)c1ccc(Cl)cc1Cl)c1cnccn1	105	99	99	96	0	98	-0.1	104
54	OC1(c2ccc(OC(F)F)cc2)CSC(=Nc2cccnc2)N1C1CC1 (stereo not drawn)	93	nt	96	109	18	97	0.0	98
55	CSCCC(NC(=O)c1ccccc1Br)C(=O)NCCCn1nc(C)cc1C (stereo not drawn)	102	101	98	111	-1	101	0.0	108
56	CCCc1cc(-c2nc(-c3ccc(Br)cc3)cs2)ccn1	100	105	108	85	47*	106	0.1	98
57	COc1cc(C(=S)N2CCOCC2)cc(OC)c1OC	111	104	104	84	0	101	0.0	112
58	Cc1cc(C)n(Cc2ccc(C(=O)Nc3cccc(Br)c3)o2)n1	103	99	103	92	74*	105	0.2	101
59	CC1(C)Cc2c(c(-c3ccco3)[nH]c(=O)c2C#N)CS1	95	103	95	99	0	103	0.1	100
60	O=C(c1cc2c(ccc3ccccc32)oc1=O)N1CCCC1	98	90	95	95	-12	94	0.0	90
61	Nc1nnc(SCC(=O)c2cccc([N+](=O)[O-])c2)s1	105	112	101	119	6	96	0.0	106
62	O=Cc1ccc(OCC(=O)N2CCOCC2)cc1	97	108	98	107	2	99	-0.1	92
63	COc1ccc2c(c1OC)C(=O)N1C(C(=O)O)Cc3c([nH]c4ccccc34)C21 (stereo not drawn)	90	102	102	98	37	102	-0.1	101
64	O=C(COC(=O)c1ccc(S(=O)(=O)N2CCOCC2)cc1)Nc1nc(-c2ccccc2)cs1	97	98	92	95	-1	109	0.0	99
65	CC1CCCC(C)N1/N=C/C=C/c1ccccc1[N+](=O)[O-] (stereo not drawn)	93	90	92	107	84*	91	-0.3	94

A draw from above in order of number of heavy atoms, high to low.
no.	mol	LAP4-GFP MLPCN	CIT2-GFP yeast	RPL19A TOR yeast	CR mimetic SO	AHR act	MEP2 TOR yeast	Efflux pump mplx	AGP1-GFP MLPCN
64	O=C(COC(=O)c1ccc(S(=O)(=O)N2CCOCC2)cc1)Nc1nc(-c2ccccc2)cs1	97	98	92	95	-1	109	0.0	99
65	CC1CCCC(C)N1/N=C/C=C/c1ccccc1[N+](=O)[O-] (stereo not drawn)	93	90	92	107	84*	91	-0.3	94
61	Nc1nnc(SCC(=O)c2cccc([N+](=O)[O-])c2)s1	105	112	101	119	6	96	0.0	106
